Source: PubChem BioAssay (Broad Institute)
Cneo AK release: Cryptococcus neoformans cell lysis inducers, primary screen, AK release luminescence, single concentration. hit rate 0.2% among 360,000. lysis activity, % at 15 µM. C. neoformans lysis, adenylate kinase release luminescence, 4 h; normalised: neutral wells 0, clomiphene wells 100. AID 651654, 2012;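 active = mean lysis activity across replicates of at least 80%, whatever share of replicates individually reach that level; inactive = mean lysis activity below 80%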
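Material: C. neoformans cells | Amount: Yeast cell density of 5 × 10^6 cells/mL | Medium: Fresh YPD growth medium | Dosing: Single dose | Times: Static 4 h at 37 °C with compound, 1 h detection | Detection: AK luminescence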
E-sel inducer: E-selectin induction in HUVECs, primary screen, imaging, HUVEC, immunofluorescence imaging, single point; hit rate 0.37% among 260,000; normalized: neutral wells 0, TNF-alpha wells 100; activation, % at 7.58 µM; P16581; AID 686992, 2013;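 active = mean E-selectin-positive cell signal at least 10% of the positive control, reached in at least 60% of replicates, without over 20% cell loss; inconclusive = no rule given, readout overlaps actives, possibly toxicity-flagged; inactive = the rest, including those meeting only one limit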;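 also: in these data hits start at about 27%; measured in HUVEC primary endothelial cells; signal is the percent of cells scored E-selectin positive by PE staining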
Target sequence (P16581 whole entry, looked up): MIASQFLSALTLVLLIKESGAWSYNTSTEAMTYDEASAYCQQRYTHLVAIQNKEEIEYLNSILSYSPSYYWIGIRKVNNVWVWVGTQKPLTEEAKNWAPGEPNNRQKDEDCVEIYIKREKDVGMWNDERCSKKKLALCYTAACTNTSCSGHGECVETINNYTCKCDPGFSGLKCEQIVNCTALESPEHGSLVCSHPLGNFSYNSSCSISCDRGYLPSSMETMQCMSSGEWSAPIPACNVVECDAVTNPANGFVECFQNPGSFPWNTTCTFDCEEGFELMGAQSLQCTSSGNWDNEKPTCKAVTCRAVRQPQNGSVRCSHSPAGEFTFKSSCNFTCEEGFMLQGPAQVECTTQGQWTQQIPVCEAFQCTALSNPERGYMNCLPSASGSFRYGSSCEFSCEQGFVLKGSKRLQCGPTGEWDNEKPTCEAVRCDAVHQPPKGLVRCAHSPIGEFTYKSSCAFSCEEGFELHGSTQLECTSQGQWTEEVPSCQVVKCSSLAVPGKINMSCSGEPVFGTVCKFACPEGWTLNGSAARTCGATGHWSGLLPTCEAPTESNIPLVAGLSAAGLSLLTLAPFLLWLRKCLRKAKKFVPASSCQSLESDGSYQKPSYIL
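System: HUVEC, human umbilical vein endothelial cells; quantity: 3,000 cells/well; buffer or medium: EGM-2 medium, gelatin-coated wells; dosing: single-point compound dose; detection: immunofluorescence imaging; evaluation: % PE-positive cells; benchmarks: TNF-alpha, DMSO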
ERAP1 HTS inh: human ERAP1 aminopeptidase inhibitors, primary screen, biochemical, single point, plate reader; inhibition, % at 10.7 µM; Endoplasmic reticulum aminopeptidase 1 (Homo sapiens), Q9NZ08; hit rate 0.15% among 340,000; recombinant ERAP1, Leu-AMC fluorescence, 60 min;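 active = mean replicate inhibition of at least 30%, or all replicates individually reaching that 30% level; inactive = mean below 30% and not every replicate reaching it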;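 also: 0% = neutral control wells and 100% = L-leucinethiol positive control wells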
RAD52 inh: RAD52 DNA annealing inhibitors, primary screen, biochemical, FRET, single point, set 2; DNA repair protein RAD52 homolog (Homo sapiens), P43351; recombinant RAD52 DNA annealing, FRET fluorescence; inhibition, % at 18.7 µM; hit rate 0.46% among 360,000; AID 651710, 2012;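 active = every replicate showing at least 50% inhibition; inconclusive = mean inhibition at least 50% but not in every replicate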
Target sequence (P43351 whole entry, looked up): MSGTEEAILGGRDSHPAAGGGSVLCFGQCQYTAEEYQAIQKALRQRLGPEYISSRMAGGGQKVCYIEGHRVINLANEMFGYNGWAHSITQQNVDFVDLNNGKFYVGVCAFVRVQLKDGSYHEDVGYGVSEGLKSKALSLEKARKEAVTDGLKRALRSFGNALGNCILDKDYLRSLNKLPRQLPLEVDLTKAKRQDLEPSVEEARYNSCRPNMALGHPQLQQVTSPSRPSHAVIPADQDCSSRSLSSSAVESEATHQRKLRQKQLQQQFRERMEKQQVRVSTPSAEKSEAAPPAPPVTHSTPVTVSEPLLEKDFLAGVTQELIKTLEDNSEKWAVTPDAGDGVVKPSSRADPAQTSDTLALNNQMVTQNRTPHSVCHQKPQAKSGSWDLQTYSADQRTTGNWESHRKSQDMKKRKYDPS
miR-122 sensor: miR-122 Renilla sensor signal increase in Huh7, primary screen, miR-122 inhibitor project, cell-based, single point, plate reader; Huh7 miR-122 Renilla luciferase sensor, 48 h; neutral wells = 0, positive control = 100; activation (reporter increase), % at 12.5 µM; hit rate 0.3% among 340,000; AID 602342, 2012;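 active = mean replicate activation score at least 90 and every replicate individually at or above 90; inconclusive = only one of the two criteria met; inactive = neither criterion met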;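 also: higher luciferase means less miR-122 activity so hits act as miR-122 inhibitors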
PGC1a acetyl inh: inhibitors of PGC1a acetylation signal, primary screen, cell-based, U2OS, AlphaScreen, inhibitor mode | inhibition, % at 15.6 µM | AID 651687, 2012 | hit rate 0.17% among 350,000 | AlphaScreen anti-acetyl-lysine; with virally co-expressed GCN5 acetyltransferase;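 active = every replicate shows inhibition of at least 40%; inconclusive = mean inhibition at least 40% but some replicate below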;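 also: 0% = neutral control wells and 100% = positive control wells; some results beyond the cut were filed as inactive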
RAD54 branch: inhibitors of human RAD54 branch migration, primary screen, biochemical, fluorescence, single point; DNA repair and recombination protein RAD54-like (Homo sapiens), Q92698; AID 602329, 2012; hit rate 0.14% among 360,000; inhibition, % at 10.4 µM; RAD54 Holliday junction branch migration, FAM/BHQ fluorescence;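 active = mean normalized replicate activity at least 40 and at least half of replicates scoring 40 or more; inconclusive = only one of the two criteria met; inactive = mean below 40 and under half of replicates reaching 40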;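 also: 0% = median of neutral control wells and 100% = median of positive control wells; inhibitors cause a drop in the FAM fluorescence signal; in these data hits start at about 50%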
PglD inh: C. jejuni PglD acetyltransferase inhibitors, primary screen, biochemical, DTNB colorimetric, single point. inhibition, % at 12.5 µM. UDP-N-acetylbacillosamine N-acetyltransferase PglD (Campylobacter jejuni). hit rate 0.098% among 360,000. purified PglD enzyme, DTNB colorimetric CoA detection; in the data active = inhibition above about 16%, passing the limit was not always enough; inconclusive = no clear call, values can overlap the other calls; also: strong numbers were not always called active
* marks the source's active call; other numbers are inactive results; ? = inconclusive; · = no result given; [ ] = remark or other dose.

SMILES | Cneo AK release | E-sel inducer | ERAP1 HTS inh | RAD52 inh | miR-122 sensor | PGC1a acetyl inh | RAD54 branch | PglD inh
CN1CC(=O)N(CC(=O)NCc2ccc(F)cc2)c2ccccc2C1=O | 1 | · | · | · | -14 | 7 | -12 | 8
COc1ccc(-c2ccc3c(c2)[C@H]2[C@H](CCN2C(=O)c2ccc4c(c2)OCO4)[C@H](CO)N3)cc1 | 49 | 2.7 | · | · | -6[16.7 µM] | 19 | 3 | -1
COc1ccc(Cl)cc1C(=O)Nc1cccnc1 | -3 | · | 5 | -7 | -1 | -7 | 10 | -9
CCN(c1ccccc1)S(=O)(=O)c1cc(NC(=O)CSc2n[nH]c(=O)[nH]c2=O)ccc1Cl | · | 2.1 | · | -2 | 3 | 13 | · | ·
C[C@@H]1CN([C@@H](C)CO)C(=O)Cc2cc(NS(=O)(=O)c3cccs3)ccc2O[C@@H]1CN(C)Cc1ccc(-c2ccccc2)cc1 | 3 | 0.2 | 0 | -18 | -9[16.7 µM] | 3 | 4 | 2
O=C(c1cc(-c2ccccc2)nc2ccccc12)N1N=C(C(F)F)CC1(O)C(F)F (stereo not drawn) | -2 | · | -2 | -12 | -5 | ? | -7 | 6
COc1ccccc1CNC(=O)C(NS(=O)(=O)c1cccc2nsnc12)C(C)C (stereo not drawn) | 6 | -0.2 | · | -6 | 1 | -7 | -16 | 7
COc1cccc(CNC(=O)[C@@H]2[C@@H](CO)[C@@H]3Cn4c(ccc(-c5ccncc5)c4=O)[C@@H]3N2C)c1 | 0 | -0.4 | -2 | -18 | · | · | 2 | 1
COc1ccc(S(=O)(=O)Nc2cccc(NC(C)=O)c2)cc1 | 1 | · | 3 | 7 | 3 | 2 | 0 | 1
O=C(NC(Cc1ccccc1)C(=O)O)/C(=C/c1ccc(F)cc1)NC(=O)c1ccccc1 (stereo not drawn) | 1 | · | -6 | -26 | -6 | · | -1 | 1
C[C@H](CO)N1C[C@H](C)[C@@H](CN(C)S(=O)(=O)c2ccc(Cl)cc2)OCCCC[C@H](C)Oc2ccc(NC(=O)CCCN(C)C)cc2C1=O | -3 | 0.0 | -2 | 46 | 5[16.7 µM] | -5 | 5 | -2
CS(=O)(=O)N1CCN(c2ccccc2NC(=O)Nc2cccc(Cl)c2)CC1 | 0 | · | 3 | -21 | -4 | · | 8 | -3
Cc1ccc(NC(=O)c2cc(N3C(=O)C=CC3=O)ccc2Cl)cc1C | -4 | · | · | · | -4 | -16 | -2 | 4
Cc1cc(NC(=O)c2ccc(NC(=O)C3CCCO3)cc2)ccc1Br (stereo not drawn) | 0 | · | -2 | -15 | -7 | -17 | -5 | 4
CCC12CC3CC(C1)CC(C(=O)Nc1nn[nH]n1)(C3)C2 | -1 | · | -3 | -10 | -3 | 4 | 2 | -15
Clc1ccc2nc(CSc3ncn[nH]3)cn2c1 | 1 | 5.4 | -5 | -2 | -3 | 10 | 1 | -4
C[C@H]1CN([C@@H](C)CO)S(=O)(=O)c2ccc(/C=C/c3ccccc3)cc2O[C@H]1CN(C)C(=O)Nc1cc(F)ccc1F | 2 | 1.0 | 1 | 16 | 4[16.7 µM] | -13 | 1 | 0
CC(C)C(OC(=O)c1cccs1)C(=O)NC1CCCCC1 (stereo not drawn) | 1 | · | · | · | 4 | -91 | -4 | -4
CC1=NN(C(N)=S)C(=O)C1N=Nc1cccc(Cl)c1C (stereo not drawn) | 5 | · | -2 | -10 | · | · | -1 | -8
CCCCCCc1cc2cc(C(=O)Nc3ccccc3OC)c(=O)oc2cc1O | 5 | 0.0 | 8 | -7 | 1 | 2 | -8 | 0
COCCNC(=O)C1CC(=O)N(c2ccc(F)c(Cl)c2)C1 (stereo not drawn) | 7 | -1.2 | 1 | -5 | -3 | -3 | -4 | 0
CC1(C(=O)NS(=O)(=O)c2ccc(Cl)cc2)CCN1C(=O)Cc1cccs1 (stereo not drawn) | -1 | 1.3 | 5 | -6 | -4 | 7 | 5 | 0
CC1(C)CC(=O)C=C(c2cccc(O)c2)C1 | 2 | 0.2 | 0 | -20 | -6 | -1 | 7 | 0
Cc1c(NS(=O)(=O)c2cc(C(=O)NCCN(C)C)ccc2Cl)c(=O)n(-c2ccccc2)n1C | -11 | 0.0 | 0 | 7 | 3 | 2 | -6 | -7
Cc1ccc(S(=O)(=O)N2CCN(C(=O)CN3C(=O)CNC3=O)CC2)cc1 | 9 | 0.0 | -7 | -11 | · | 7 | -9 | -1
COc1ccc(C(=O)Nc2ccccc2C(=O)N2CCN(c3ccccc3)CC2)cc1 | -1 | 0.2 | 1 | -5 | -2 | · | -3 | 2
Cc1ccc(Cl)cc1NC(=O)COC(=O)C1CC1 | · | · | -2 | -8 | 5 | 3 | · | ·
CCOC(=O)C1CCN(S(=O)(=O)c2ccc(OCC)cc2)CC1 | -14 | · | · | · | 5 | -9 | -5 | -3
COCCNc1oc(Cc2cccc3ccccc23)nc1C#N | -1 | · | 0 | -52 | -5 | · | 1 | -1
COc1ccccc1CNC(=O)C[C@@H]1CC[C@@H]2[C@H](COC[C@@H](O)CN2Cc2cccc(-c3ccncc3)c2)O1 | 0 | -0.1 | · | · | -6[16.7 µM] | -21 | 11 | 0
Cn1c(=O)[nH]c(NCCc2ccc(O)cc2)c([N+](=O)[O-])c1=O | · | 10 | -1 | -3 | · | 13 | · | ·
CCSc1nc2c(c(=O)[nH]1)C(c1cccnc1)C(C(=O)OC)=C(C)N2 (stereo not drawn) | -2 | · | · | · | -2 | 5 | -3 | -1
C[C@@H]1CN([C@@H](C)CO)S(=O)(=O)c2ccc(C#CCN(C)C)cc2O[C@@H]1CN(C)C(=O)c1ccccc1F | -9 | -0.1 | 1 | -9 | 9[16.7 µM] | -5 | -8 | 0
CCCNC(=O)CS(=O)Cc1nc(-c2ccccc2C)oc1C (stereo not drawn) | 1 | 0.7 | 2 | -5 | 5 | 4 | -22 | 2
CC(C)(C)OC(=O)[C@H](NC(=O)OCc1ccccc1)c1ccccc1 | -1 | 0.1 | 2 | -5 | -2 | -4 | 2 | 2
Clc1ccccc1OCCNc1nc(NCC2CC2)nc2ccsc12 | 0 | 0.3 | 0 | -15 | -7 | 8 | 4 | 3
CS(=O)(=O)N1CCc2cc(C(=O)Nc3ccc(O)cc3)ccc21 | 1 | · | -1 | -18 | -8 | 8 | -1 | -2
CC(C)CCN1C(=O)c2ccc(C(=O)Nc3cc(C(=O)O)cc(C(=O)O)c3)cc2C1=O | -7 | -0.2 | -1 | -2 | -3 | · | -7 | 3
C[C@@H]1CN([C@H](C)CO)C(=O)Cc2cc(NC(=O)CCCCCC(=O)Nc3ccccc3N)ccc2O[C@H]1CN(C)CC1CC1 | -5 | 0.1 | -2 | 17 | -8[16.7 µM] | 0 | -7 | 2
CCCc1nc2ccc(C)cn2c1Cc1ccccc1 | 4 | · | 0 | -36 | -1 | -34 | 7 | 8
C[C@H]1CN([C@@H](C)CO)C(=O)Cc2cc(NC(=O)Nc3ccc(F)cc3)ccc2O[C@@H]1CN(C)C(=O)Nc1ccc2c(c1)OCO2 | -1 | -2.6 | -1 | -5 | -5[16.7 µM] | 10 | 6 | 0
O=C(NN=C1CCCCCC1)c1ccncc1 | -1 | · | -3 | -13 | -1 | · | -5 | -4
C[C@@H]1CCCCO[C@H](CN(C)Cc2ccc3c(c2)OCO3)[C@@H](C)CN([C@@H](C)CO)C(=O)c2cc(NC(=O)Nc3ccc(C(F)(F)F)cc3)ccc2O1 | 4 | · | 0 | 61* | -26[16.7 µM] | 53* | 3 | -1
CNC(=O)c1ccc(CN(C)CC(=O)Nc2ccccc2C(=O)NC2CC2)cc1 | 0 | -0.3 | 5 | -10 | · | · | -1 | 2
CCCC(=O)Nc1cccc(NC(=O)c2ccc3c(c2)OCO3)c1 | -3 | · | · | · | -5 | 6 | -1 | 0

Limited to PGC1a acetyl inh, for some of the entries so far:
| SMILES | PGC1a acetyl inh |
| --- | --- |
| CCCNC(=O)CS(=O)Cc1nc(-c2ccccc2C)oc1C (stereo not drawn) | 4 |
| CC(C)(C)OC(=O)[C@H](NC(=O)OCc1ccccc1)c1ccccc1 | -4 |
| Clc1ccccc1OCCNc1nc(NCC2CC2)nc2ccsc12 | 8 |

Following part.
SMILES | Cneo AK release | E-sel inducer | ERAP1 HTS inh | RAD52 inh | miR-122 sensor | PGC1a acetyl inh | RAD54 branch | PglD inh
O=C(Cn1cc(/C=N/O)c2ccccc21)N1CCOCC1 | -1 | · | · | · | 0 | -9 | 4 | -1
CCOCCCNc1nc2c([nH]1)c(=O)n(C)c(=O)n2C | -2 | · | · | · | -3 | -12 | -3 | 0
COc1cccc(NC(=O)COc2coc(CN3CCN(c4ccccc4)CC3)cc2=O)c1 | -3 | · | 3 | -14 | -2 | 1 | 6 | -2
COc1ccc(NC(=O)N(C)C[C@H]2Oc3ccc(NS(=O)(=O)c4cccs4)cc3C(=O)N([C@@H](C)CO)C[C@H]2C)cc1 | -2 | -0.3 | -2 | -5 | 1[16.7 µM] | -6 | 1 | 4
O=C(Cn1cc2c(n1)CCCC2)NCc1ccccn1 | 2 | 0.0 | 3 | -12 | · | · | 17 | 6
Cc1ccc(NC(=O)CSc2nnc(C3CC3)n2CC2CCCO2)c(C)c1 (stereo not drawn) | -2 | · | -5 | 0 | -2 | -3 | 7 | -3
CCCN1CCN(C(=O)C2CCCN(c3ncnc4c3nc3n4CCCCC3)C2)CC1 (stereo not drawn) | 0 | · | 5 | -1 | -6 | 5 | 13 | 2
CCCCCCc1nc(-c2ccc(OC)nc2)c(C)c2c1[Si](C(C)C)(C(C)C)OC2 | 7 | · | -4 | -3 | · | -5 | · | ·
Cc1ccc(S(=O)(=O)Nc2ccc3c(c2)C(=O)N([C@@H](C)CO)C[C@@H](C)[C@@H](CN(C)S(=O)(=O)c2ccccc2)OCCCC[C@@H](C)O3)cc1 | -2 | -0.1 | 0 | -34 | -4[16.7 µM] | -14 | -3 | -1
C[C@H](CO)N1C[C@H](C)[C@H](CN(C)Cc2ccc(-c3ccccc3)cc2)Oc2ccc(NC(=O)C3CC3)cc2CC1=O | -1 | 2.3 | 0 | -9 | -7[16.7 µM] | -12 | 3 | 0
Cc1nnc(C)n1N | 3 | · | -1 | -25 | -11 | · | -11 | 3
CC1CCCN(CCCOc2ccc(Br)cc2Cl)C1 (stereo not drawn) | · | 0.1 | 8 | 5 | · | -8 | · | ·
O=C(N1CCCCCC1)n1c(Cc2ccccc2)nc2ccccc21 | 0 | -1.4 | · | · | -1 | -18 | -12 | -4

Compounds were not picked by outcome. About 1.4% of those tested had a hit in this group.
